Compound activity deposited in PubChem BioAssay by several laboratories.
NR2E3 ag-1 = agonists of human nuclear receptor NR2E3 | GST-NR2E3/biotin-RetCOR TR-FRET, 1536-well | AID 2300 | inhibition of corepressor binding, % at 4.78 µM | Q9Y5X4 | actives 0.12% (n = 320,000);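 active means percent inhibition above the cutoff of mean plus 3 SD of all tested compounds, set per screening campaign, cut at about 20% in these data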;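 further: 0% = DMSO wells and 100% = biotin wells as full block of FRET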
Target sequence (Q9Y5X4 whole entry, looked up): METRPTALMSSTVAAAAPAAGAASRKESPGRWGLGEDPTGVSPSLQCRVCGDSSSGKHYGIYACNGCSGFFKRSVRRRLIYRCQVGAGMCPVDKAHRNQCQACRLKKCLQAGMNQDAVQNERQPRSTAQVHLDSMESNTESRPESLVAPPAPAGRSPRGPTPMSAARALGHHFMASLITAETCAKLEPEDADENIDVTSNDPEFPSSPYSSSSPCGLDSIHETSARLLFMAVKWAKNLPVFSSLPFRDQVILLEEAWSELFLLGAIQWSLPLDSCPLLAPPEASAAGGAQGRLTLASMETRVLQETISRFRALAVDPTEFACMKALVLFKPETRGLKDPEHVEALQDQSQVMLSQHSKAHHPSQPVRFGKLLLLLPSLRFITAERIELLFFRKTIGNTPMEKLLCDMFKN
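Material: NR2E3–RetCOR corepressor complex / Incubation: Compound–protein incubation for 5 h at 4 °C / Dosing: compound at 4.8 µM, single dose / Detection: time-resolved FRET / Benchmarks: high control biotin, low control 0.6% DMSO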
hiPSC survival = enhancers of human iPSC single-cell survival; hiPSC single-cell survival, ATPlite luminescence; 100% = ROCK inhibitor wells, 0% = DMSO; survival enhancement, % at 20 µM; actives 0.044% (n = 360,000); AID 602274; in the data active means survival enhancement above about 18%;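 further: cells exposed to compounds for 16 hours before the ATP read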
Shn3 3UTR inh = inhibitors of Schnurri-3 3'UTR reporter in osteoblasts; AID 588674; inhibition, % at 12.5 µM; Clone20 osteoblast Shn3 3'UTR firefly luciferase, 24 h; actives 0.52% (n = 360,000);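 active means mean inhibition of at least 75% with every replicate also reaching 75%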;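 further: 0% = median of neutral control wells and 100% = pilot-screen positive control compound; some compounds past the cut are filed as inactive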
NR2E3 ag-2 = human photoreceptor-specific nuclear receptor agonism; Q9Y5X4; CHO-S Gal4-NCOR/VP16-NR2E3 two-hybrid, luciferase; inhibition of corepressor binding, % at 3.98 µM; actives 0.35% (n = 360,000); AID 602229;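 active means inhibition above the mean of all tested compounds plus 3 SD, cut at about 70% in these data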;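 further: 0% = DMSO with NR2E3 transfected cells and 100% = cells lacking NR2E3 construct; higher means lower luciferase signal from less NR2E3 corepressor binding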
PDI turbidity = blocks human protein disulfide isomerase activity. actives 0.052% (n = 350,000). AID 588391. PDI insulin aggregation turbidity, A650, 90 min. P07237. inhibition, % at 10 µM;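 active means mean inhibition across replicates of 30% or more, whatever share of single replicates reach that level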;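 further: absorbance from insulin aggregation driven by PDI reduction with DTT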
CaV13 FRET inh = Primary screen for inhibitors of IQ motif and Ca2+-dependent inactivation inhibitor domain binding in CACNA1D, Förster resonance energy transfer in living cells, …; HEK cells, CFP/YFP FRET ICDI-IQ, plate reader, 10 min; percent FRET-ratio fall versus neutral wells; inhibition, % at 12.3 µM; actives 0.098% (n = 340,000); AID 743397;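 active means mean replicate inhibition of at least 30% and at least 1% of replicates passing that level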;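 further: 0% = median of the neutral control wells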
Peg3 prom inh = reduces Peg3 promoter-driven luciferase expression in HeLa | HeLa PEG-Prom luciferase reporter, luminescence, overnight | inhibition, % at 20 µM | actives 1.7% (n = 360,000) | AID 588405;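 active means inhibition of at least 50% at 20 µM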
m5-HT2A agonist = mouse HTR2A agonism via beta-arrestin recruitment | CHO-K1 mHTR2A beta-arrestin complementation, luminescence; percent of 30 µM serotonin response | activation, % at 7.6 µM | actives 0.66% (n = 360,000);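 active means activation above a run cutoff, the mean activation of all tested compounds plus 3 SD, cut at about 14% in these data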;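 further: 0% = plate median of compound wells and 100% = 30 µM serotonin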
Target sequence (P35363 whole entry, looked up): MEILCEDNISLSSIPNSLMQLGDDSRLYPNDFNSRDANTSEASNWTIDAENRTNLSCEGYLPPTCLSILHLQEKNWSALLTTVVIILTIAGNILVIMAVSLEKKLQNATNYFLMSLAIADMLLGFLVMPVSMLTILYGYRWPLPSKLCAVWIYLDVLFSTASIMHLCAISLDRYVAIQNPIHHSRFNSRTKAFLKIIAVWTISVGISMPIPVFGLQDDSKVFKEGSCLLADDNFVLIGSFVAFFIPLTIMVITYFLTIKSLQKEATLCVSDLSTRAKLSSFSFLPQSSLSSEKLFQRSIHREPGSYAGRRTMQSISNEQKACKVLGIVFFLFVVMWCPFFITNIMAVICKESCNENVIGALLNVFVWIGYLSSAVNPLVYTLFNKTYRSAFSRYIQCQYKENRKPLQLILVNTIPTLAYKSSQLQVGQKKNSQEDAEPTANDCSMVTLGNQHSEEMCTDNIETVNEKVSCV
HIF-2a inh = inhibitors of HIF-2a | 786-0 RCC cells HIF-2a reporter, luciferase luminescence, overnight | inhibition, % at 18.8 µM | actives 0.72% (n = 360,000) | AID 624352;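 active means inhibition of the luminescence signal of 40% or more relative to plate controls, in a single-dose primary screen at 18.75 µM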
H9c2 protect = modulators protecting cardiomyocytes from myocardial damage. H9c2 cardiomyocytes, H2O2 injury protection, ATPLite, 2 h. protection from H2O2 cell death, % at 20 µM. actives 0.63% (n = 360,000);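 active means compounds giving at least 50% protection of heart cells from peroxide-induced death in the single-dose screen, raw or plate-pattern-corrected value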;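 further: 0% = DMSO wells with peroxide and 100% = DMSO wells without peroxide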
MITF TRPM1 inh = inhibitors of MITF-driven TRPM1 promoter in melanoma cells. SK-MEL-5 TRPM1 promoter luciferase, 24 h. inhibition, % at 12.5 µM. actives 0.83% (n = 330,000);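 active means mean inhibition across replicates of 60% or more, whatever share of single replicates reaches that level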; further: values of inactives mirror those of a sister screen read the other way
* marks the source's active call; other numbers are inactive results; nt = not tested or not shown.

structure,NR2E3 ag-1,hiPSC survival,Shn3 3UTR inh,NR2E3 ag-2,PDI turbidity,CaV13 FRET inh,Peg3 prom inh,m5-HT2A agonist,HIF-2a inh,H9c2 protect,MITF TRPM1 inh
Cc1ccccc1C(=O)O/N=C(\N)c1ccc([N+](=O)[O-])cc1,2,-0.5,-117,12,0,-20,-259,0,-275,-9,-66
CC(C)C(NC(=O)C(NC(=O)C1O[C@@H]2OC(C)(C)O[C@@H]2[C@H]2OC(C)(C)O[C@@H]12)C(C)C)C(=O)O (stereo partly drawn),-2,2.7,6,17,-1,-1,1,2,10,8,-7
COc1ccc(CNC(=O)CN2CCN(c3ccccc3O)CC2)cc1OC,-1,0.6,22,-9,4,-16,-7,2,18,-2,-27
COc1cc2c3c(c1)/C(=C1/SC(=S)NC1=O)C(=O)N3C(C)(C)C=C2C,-3,1.2,-22,-8,-10,-15,21,-2,17,-17,13
CC(=O)OCCc1c2ccccc2c(CCCN(C)C)c2ccccc12,-8,-0.1,-23,-10,-2,14,-35,-8,7,2,-2
CCOC(=O)N1CCN(Cc2nc3cc(NC(=O)CC)ccc3n2CC)CC1,1,-0.6,3,-20,-9,-17,8,1,-8,0,nt
CN(C)c1nc(N/N=C/c2ccccc2O)nc(Nc2ccc(F)cc2)n1,-5,-1.2,40,-15,-4,-4,16,-19,-26,24,16
O=C(COC(=O)CSc1ccc2ccccc2c1)NCc1ccc2c(c1)OCO2,0,-0.4,12,-34,11,-6,0,1,11,2,12
Cc1csc(N(C(=O)c2ccccc2F)c2ccccc2)n1,2,-0.4,18,-8,-10,-4,17,0,3,-5,-1
COc1ccc(N=C(c2ccccc2)c2c(C)[nH]n(-c3ccccc3)c2=O)c(OC)c1,0,-0.1,4,-12,6,-31,14,-7,2,-5,-10
COc1ccc(NC(=O)C(CCSC)NC(N)=O)cc1NS(=O)(=O)c1ccc(F)cc1 (stereo not drawn),2,3.2,0,-9,3,2,17,-2,15,1,2
Cc1cc(=O)[nH]c(SCCOc2ccc(OC(C)C)cc2)n1,3,0.1,-38,-77,-10,-4,-158,-2,-102,-6,-24
O=C(CN1C(=O)c2cccnc2Oc2ccc(Cl)cc21)Nc1ccccc1F,6,-0.9,-8,-2,nt,-11,-16,19*,-14,19,5
CC(C)(C)OC(=O)NCCCCCNC(=O)c1[nH]cnc1C(=O)NC1CCN(C(=O)OC(C)(C)C)CC1,1,-1.1,0,15,-4,-7,46,-1,16,32,4
CC(=O)N1CCCC(C)(C(=O)Nc2ccc3nc(C)ccc3c2)C1 (stereo not drawn),nt,1.1,-1,-2,-11,-9,-1,0,2,2,nt
O=C(Nc1ccc(Br)cc1F)C1CC(=O)N(C2CCCCC2)C1 (stereo not drawn),2,-0.4,7,5,0,-5,1,-2,13,5,-2
Cc1noc(C)c1COc1ccccc1C(=O)N1CCN(c2cccc(C(F)(F)F)c2)CC1,0,-0.1,11,-40,14,-6,8,-5,15,2,3
CC(C)C1C(=O)N(Cc2cn(CC3CCCCC3)nn2)CCS(=O)(=O)N1Cc1ccc(-c2ccc(F)nc2)cc1 (stereo not drawn),nt,-2.0,24,17,2,-7,18,-2,0,-3,nt
CCCn1c(N)c(C(=O)CSc2nc3ccccc3s2)c(=O)[nH]c1=O,2,-0.5,10,-12,7,-18,-7,-3,-99,-3,16
CC(C)C[C@H](N)c1cn([C@@H](Cc2ccc(O)cc2)C(=O)N2CCNCC2)nn1,4,4.5,-6,8,-2,-8,-4,4,4,0,1
CSc1nnc(C)c(=O)n1COC(=O)c1ccc(S(=O)(=O)N2CCOCC2)cc1,-2,1.4,-25,12,0,-4,19,8,21,10,-14
Cc1ccccc1CS(=O)(=O)c1snnc1C,-1,-0.3,-7,4,2,-3,5,-3,10,-2,-2
Cc1c(NC(=O)c2nn3c(C(F)(F)F)cc(-c4ccccc4)nc3c2Cl)c(=O)n(-c2ccccc2)n1C,2,1.9,1,-10,-2,-4,10,4,6,7,-10
C#CCOCCOCCOCCNc1nc(N2CCN(C(=O)[C@H](CCCN=C(N)N)n3cc(C(N)[C@@H](C)CC)nn3)CC2)nc(N2CCN(C(=O)[C@H](CCC(=O)O)n3cc([C@@H](N)CCCCN)nn3)CC2)n1 (stereo partly drawn),nt,0.6,7,2,11,-10,-2,6,10,2,3

The list continues.
Every second line gives: NR2E3 ag-1 | hiPSC survival | Shn3 3UTR inh | NR2E3 ag-2 | PDI turbidity | CaV13 FRET inh | Peg3 prom inh | m5-HT2A agonist | HIF-2a inh | H9c2 protect | MITF TRPM1 inh
CC(=O)Nc1ccc(S(=O)(=O)n2nc(-c3ccc(C)cc3)nc2N)cc1
 : 0 | 1.5 | 35 | 21 | -6 | -4 | -4 | -6 | -1 | -14 | 0
N#CCNC(=O)C1c2ccccc2Oc2ccccc21
 : 2 | -0.6 | -1 | -13 | 2 | -2 | 23 | 2 | 15 | 4 | 0
CC(C)Cc1cc(C(=O)Nc2ccccc2)c2ccccc2n1
 : 1 | -0.7 | 6 | 4 | 10 | -2 | 14 | -4 | 21 | 4 | 12
CCOC(=O)N1CCN(C(=O)C2CCCN(S(=O)(=O)c3ccccc3)C2)CC1 (stereo not drawn)
 : 3 | 0.3 | 6 | -7 | 20 | -6 | 22 | -1 | 0 | 4 | -1
CC1(C(=O)Nc2cccc(C(F)(F)F)c2)Cc2c(-c3ccc4c(c3)OCO4)ccnc2O1 (stereo not drawn)
 : nt | -0.8 | 7 | -42 | -6 | -3 | 27 | 5 | 9 | 9 | nt
COc1cc(NC(=O)c2ccnnc2)cc(C(=O)Nc2cccc(C(F)(F)F)c2)c1
 : 1 | -1.6 | -5 | -17 | -5 | -11 | -27 | -4 | -28 | 5 | 5
COc1ccccc1N1CCN(C(=O)c2ccc3c(Cl)c4c(nc3c2)CCCC4)CC1
 : 1 | -3.0 | -10 | 21 | nt | nt | 27 | 1 | -5 | 12 | nt
C[C@@H]1CN([C@H](C)CO)C(=O)CCCn2nncc2CO[C@@H]1CN(C)S(=O)(=O)c1cccc(C#N)c1
 : nt | -1.7 | -5 | -2 | 6 | -3 | -8 | 12 | 13 | 7 | nt
COc1ccc(N(CC(=O)NN=C2CCCC2)S(=O)(=O)c2ccccc2)cc1
 : 0 | -1.5 | 10 | -7 | 12 | -5 | 6 | 0 | 14 | 2 | 2
CCn1cc(C(=O)NCCCN2CCCC2)c(=O)c2cc(S(=O)(=O)N3CCc4ccccc4C3)ccc21
 : 4 | 2.7 | 5 | -12 | 9 | -14 | 14 | -6 | 27 | 20 | -10
Cc1[nH]c2ccccc2c1/C=C/c1nc2ccccc2c(=O)n1-c1ccc([N+](=O)[O-])cc1
 : -1 | -0.2 | -10 | 5 | -10 | -3 | 29 | 4 | 7 | 6 | 10
COc1ccc(NS(=O)(=O)c2cccs2)cn1
 : 9 | 0.8 | 5 | -13 | 3 | 11 | 17 | 6 | 5 | -6 | 3
CCOc1cc(/C=N/NC(=O)c2ccccn2)ccc1OC(=O)c1cccs1
 : 2 | -0.4 | -25 | -38 | -7 | -6 | -35 | 2 | -52 | 18 | -13
Cc1[nH]c2ccccc2c1/C=N/NC(=O)c1cc(C(C)(C)C)[nH]n1
 : 5 | 0.1 | -7 | 0 | 1 | -5 | -8 | -5 | -36 | 12 | nt
COc1ccc(C)cc1Nc1n[n+](-c2ccccc2)c(-c2ccc(N(C)C)cc2)s1
 : 1 | -1.1 | 47 | -57 | -3 | -5 | 62* | 1 | -32 | -10 | 33
COc1ccc(CNc2ccc(S(N)(=O)=O)cc2)c(OC)c1OC
 : 0 | 0.2 | -3 | 4 | 2 | -8 | 9 | -7 | -17 | 8 | 0
CC(C)NS(=O)(=O)c1ccc(CCC(=O)O)cc1
 : -2 | 5.2 | -1 | 2 | 3 | -4 | 6 | 9 | 12 | 0 | 10
COc1ccc(-c2nn(-c3ccccc3)cc2/C=C\C(=O)N2CCOCC2)cc1[N+](=O)[O-]
 : 0 | 4.6 | 17 | -23 | 13 | -1 | 5 | 6 | 13 | 8 | -14
